RGS8-Gao reg: human RGS8-Galphao interaction regulation. multiplexed bead flow cytometry, RGS8-Galphao binding; actives lie on both sides. response (percent of control binding), % at 10 µM. 220,000 tested, 0.34% active; in the data active means response below about 60% or above about 140%; inactive means in between;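 further: Galphao activated as the GDP aluminium fluoride complex binding bead-coupled RGS8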
Target sequence (P09471 whole entry, looked up): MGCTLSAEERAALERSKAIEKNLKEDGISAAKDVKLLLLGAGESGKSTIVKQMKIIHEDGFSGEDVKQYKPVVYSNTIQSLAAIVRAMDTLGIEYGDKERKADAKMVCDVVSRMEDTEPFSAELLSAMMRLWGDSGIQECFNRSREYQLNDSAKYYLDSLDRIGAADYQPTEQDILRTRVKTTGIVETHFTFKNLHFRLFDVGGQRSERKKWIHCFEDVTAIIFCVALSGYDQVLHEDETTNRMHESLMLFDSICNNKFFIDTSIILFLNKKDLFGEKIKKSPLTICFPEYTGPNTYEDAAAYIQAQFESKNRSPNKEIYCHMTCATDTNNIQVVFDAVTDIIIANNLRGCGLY
Bfl-1 Bim block: inhibitors of Bim-Bfl-1 interaction, human. Q16548. Bead-based flow cytometry, Bim-Bfl-1 binding inhibition. inhibition, % at 10 µM. 190,000 tested, 0.12% active;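 further: 0% = wells without compound plus tracer and 100% = blocker peptide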
Bcl-W Bim block: disrupts Bim peptide binding to human Bcl-W; 190,000 tested, 0.02% active; inhibition, % at 10 µM; Q92843; AID 952; bead-based flow cytometry;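 further: 0% = bound tracer without compound and 100% = peptide blocker; higher means less fluorescent Bim peptide bound to Bcl-W beads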
Target sequence (Q92843 whole entry, looked up): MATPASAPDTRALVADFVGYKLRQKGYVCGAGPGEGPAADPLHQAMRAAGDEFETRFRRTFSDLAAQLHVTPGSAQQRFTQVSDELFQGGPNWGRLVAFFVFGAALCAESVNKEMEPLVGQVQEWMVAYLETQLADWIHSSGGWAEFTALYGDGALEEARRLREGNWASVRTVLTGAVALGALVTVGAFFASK
Bim-Bcl-XL: disrupts Bim peptide binding to human Bcl-XL. bead flow cytometry, fluorescence. AID 1007. 190,000 tested, 0.04% active. inhibition, % at 10 µM
Target sequence (Q07817 whole entry, looked up): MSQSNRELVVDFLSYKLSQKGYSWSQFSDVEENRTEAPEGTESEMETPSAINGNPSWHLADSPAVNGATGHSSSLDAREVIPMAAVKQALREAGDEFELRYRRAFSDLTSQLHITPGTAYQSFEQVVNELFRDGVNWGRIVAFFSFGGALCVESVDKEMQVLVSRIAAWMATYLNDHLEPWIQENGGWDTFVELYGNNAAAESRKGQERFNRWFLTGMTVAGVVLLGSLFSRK
RGS4-Gao reg: modulates binding of RGS4 to human Galphao | 220,000 tested, 0.33% active | AID 1415 | binding response (% of control), % at 10 µM | Multiplexed bead flow cytometry; actives lie on both sides | P09471; in the data active means binding response below about 49% or above about 150%; inactive means in between;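 further: fluorescent Galphao activated with aluminum fluoride binding bead-coupled RGS4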
ABCG2 block: inhibitors of human ABCG2 transporter, ABCB1 counter-screen. Q9UNQ0. 190,000 tested, 0.1% active. IgMXP3 cells, JC-1 efflux, flow cytometry. inhibition, % at 6.6 µM;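 active means inhibition above 80%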;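 further: 0% = DMSO and 100% = nicardipine control wells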
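Test system: ABCG2 IgMXP3 and barcoded ABCB1 CCRF-Adr cell mix; Schedule: cells with compound and JC-1, 10 min at 25 °C, rotating, no wash; Technique: flow cytometry of retained JC-1 fluorescence; Measure: % inhibition of efflux relative to nicardipine and DMSO; Controls: nicardipine high and DMSO low controls.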
Bim-Bcl-2: disrupts Bim peptide binding to human Bcl-2; Bead-based flow cytometry, Bim peptide-Bcl-2 binding; 190,000 tested, 0.06% active; P10415; inhibition, % at 10 µM; in the data active means inhibition above about 40%; inconclusive means no clear call, values can overlap the other calls;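 further: 0% = no compound wells with probe peptide and 100% = reference peptide inhibitor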
Target sequence (P10415 whole entry, looked up): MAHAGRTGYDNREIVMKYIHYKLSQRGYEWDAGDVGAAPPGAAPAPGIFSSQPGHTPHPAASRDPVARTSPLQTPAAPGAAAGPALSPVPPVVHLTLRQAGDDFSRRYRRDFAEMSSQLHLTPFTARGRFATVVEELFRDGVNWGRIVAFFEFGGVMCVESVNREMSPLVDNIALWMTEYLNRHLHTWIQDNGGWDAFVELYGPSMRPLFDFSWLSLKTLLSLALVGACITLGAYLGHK
Mcl-1 Bim block: human Bim-Mcl-1 interaction inhibition; Q07820; Bead-based flow cytometry, Bim peptide-Mcl-1 binding; inhibition, % at 10 µM; 190,000 tested, 0.1% active; AID 1009;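 further: 0% = no compound tracer wells and 100% = peptide blocker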
Bim-Bcl-B: human Bim-Bcl-B interaction inhibition. bead-based flow cytometry, Bim peptide-Bcl-B binding. AID 951. 190,000 tested, 0.073% active. inhibition, % at 10 µM. Q9HD36;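 further: 0% = tracer peptide without compound and 100% = reference inhibitor peptide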
RGS7-Gao reg: modulates binding of RGS7 to human Galphao; P09471; 220,000 tested, 0.35% active; binding response (% of control), % at 10 µM; Multiplexed bead flow cytometry; actives lie on both sides; in the data active means binding response below about 49% or above about 150%; inconclusive means no clear call, values can overlap the other calls; inactive means in between;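 further: fluorescent Galphao held in activated GDP-AlF4 state binding bead-coupled RGS7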
ABCB1 block: human ABCB1 inhibition, ABCG2 as counter-screen | P08183 | CCRF-Adr cells, JC-1 efflux, flow cytometry | AID 1326 | 190,000 tested, 0.067% active | inhibition, % at 6.6 µM; in the data active means inhibition above about 40%;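 further: 0% = vehicle and 100% = reference inhibitor; higher value means more JC-1 retained so stronger ABCB1 efflux block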
Active calls of the source: *; u = inconclusive; x = no result given. Unless noted, no stated cut-off is given here; in the data, active means inhibition above about 40%.

SMILES	RGS8-Gao reg	Bfl-1 Bim block	Bcl-W Bim block	Bim-Bcl-XL	RGS4-Gao reg	ABCG2 block	Bim-Bcl-2	Mcl-1 Bim block	Bim-Bcl-B	RGS7-Gao reg	ABCB1 block
CCOC(=O)c1[nH]c2ccc(OC)cc2c1NC(=S)N1CCN(C(=O)OCC)CC1	102.6	-1.0	-3.0	-2.0	101.5	3.3	-3.0	-3.0	-3.0	98.7	0.3
O=C(C1=C[C@@H](C2CCCCC2)C[C@@H](OCc2ccc(CO)cc2)O1)N1CCN(Cc2ccccc2)CC1	98.1	-3.0	0.0	0.0	101.9	12.5	-1.0	0.0	-2.0	104.2	1.7
COCCNC(=O)CN1C(=O)COc2ccc(Cl)cc21	109.4	-4.0	-3.0	-4.0	108.0	5.2	-3.0	-3.0	-9.0	104.5	1.7
CCC(=O)Oc1cccc(C(=O)Nc2ccc(-c3nnc(-c4ccco4)o3)cc2)c1	98.2	-17.0	-1.0	-5.0	101.7	0.9	-11.0	0.0	-8.0	105.3	0.7
O=C(c1cc(Cl)ccc1[N+](=O)[O-])n1cnc2ccccc21	105.5	8.0	-1.0	-4.0	101.3	2.9	1.0	-8.0	-3.0	102.1	0.5
CCOc1cc2[nH]c(=O)n(CCCCC(=O)NCc3ccco3)c(=O)c2cc1OCC	97.3	0.0	-2.0	0.0	97.3	-0.4	2.0	0.0	-2.0	97.5	-0.1
CCN(CC)CCP(=O)(c1ccccc1)c1ccccc1	100.5	-18.0	-4.0	-13.0	105.0	4.7	-12.0	-5.0	-9.0	105.1	1.3
O=C(CCSc1ccccc1)Nc1ncccn1	99.5	-17.0	-5.0	-7.0	98.3	15.8	-10.0	-8.0	-11.0	98.1	1.3
O=c1[nH]c(C(F)(F)F)nc2c1nnn2Cc1ccccc1F	105.2	-10.0	2.0	-5.0	102.0	6.2	-10.0	0.0	-10.0	105.5	0.6
COCCNc1ncnc2c1cnn2-c1ccc(Cl)cc1	100.1	-3.0	1.0	-1.0	100.5	9.8	-2.0	1.0	-4.0	100.2	0.6
O=C1CC(c2ccccc2)NC(=O)N1 (stereo unspecified)	93.5	4.0	1.0	-2.0	85.8	5.3	2.0	0.0	1.0	90.4	0.8
CCN(CC)c1ccc(/C=N/N=C(N)N)c(O)c1	101.0	3.0	0.0	-2.0	102.0	2.3	-3.0	0.0	-5.0	u	-0.2

In the list so far, these contain a furan ring, fused or not:
SMILES	RGS8-Gao reg	Bfl-1 Bim block	Bcl-W Bim block	Bim-Bcl-XL	RGS4-Gao reg	ABCG2 block	Bim-Bcl-2	Mcl-1 Bim block	Bim-Bcl-B	RGS7-Gao reg	ABCB1 block
CCC(=O)Oc1cccc(C(=O)Nc2ccc(-c3nnc(-c4ccco4)o3)cc2)c1	98.2	-17.0	-1.0	-5.0	101.7	0.9	-11.0	0.0	-8.0	105.3	0.7
CCOc1cc2[nH]c(=O)n(CCCCC(=O)NCc3ccco3)c(=O)c2cc1OCC	97.3	0.0	-2.0	0.0	97.3	-0.4	2.0	0.0	-2.0	97.5	-0.1

Going on with the list:
SMILES	RGS8-Gao reg	Bfl-1 Bim block	Bcl-W Bim block	Bim-Bcl-XL	RGS4-Gao reg	ABCG2 block	Bim-Bcl-2	Mcl-1 Bim block	Bim-Bcl-B	RGS7-Gao reg	ABCB1 block
COc1ccc(OC)c(-n2nnnc2SCC(=O)Nc2nc(C)c(C)s2)c1	89.1	-5.0	-3.0	-2.0	97.3	6.5	-2.0	0.0	0.0	95.8	0.9
O=[N+]([O-])c1cc(C(F)(F)F)ccc1Sc1ccccn1	100.6	0.0	-1.0	-1.0	92.5	1.3	0.0	1.0	0.0	96.8	0.5
O=C1Nc2ccccc2C12OCCCO2	102.6	0.0	1.0	0.0	95.0	1.1	-1.0	0.0	-9.0	96.2	0.2
Cc1cccc(/C(N)=N/OC(=O)c2ccc3c(c2)OCO3)c1	100.4	0.0	-1.0	-2.0	101.2	51.2	-4.0	-1.0	-2.0	101.0	0.0
O=C(CSc1nnc(SCc2ccccc2)s1)NNC(=S)Nc1ccccc1	98.0	0.0	-4.0	-8.0	98.8	-13.1	-3.0	-6.0	-16.0	104.3	-1.1
O=C(CN(Cc1ccccc1)C(=O)c1csnn1)NCc1ccccc1	100.8	-1.0	0.0	-1.0	101.3	0.2	-1.0	0.0	-1.0	u	0.0
COc1ccc(N2CCN(C(CNS(=O)(=O)c3cccs3)c3cccnc3)CC2)cc1 (stereo unspecified)	98.0	-9.0	5.0	-7.0	101.3	0.6	-5.0	0.0	-6.0	100.7	0.8
CN1C(=O)C2(Oc3ccccc3C3CC(c4ccccc4)=NN32)c2ccccc21 (stereo unspecified)	97.4	-4.0	-9.0	-10.0	99.4	-19.4	-2.0	-5.0	-9.0	98.5	-1.8
CCOC(=O)C1CCCN(Cc2ccc3c(c2)OCO3)C1 (stereo unspecified)	98.4	0.0	-5.0	-6.0	100.4	-6.5	-4.0	-2.0	-9.0	95.2	0.8
CN(CC(=O)O)Cc1nc2ccccc2[nH]1	103.4	-5.0	-1.0	-1.0	103.3	0.7	1.0	-2.0	1.0	103.7	0.2
CCOC(=O)C1=C(C)NC(=O)NC1/C=C/c1ccccc1 (stereo unspecified)	99.5	-14.0	-3.0	-5.0	100.1	5.2	-7.0	-3.0	-8.0	97.5	0.7
CCCSc1nnc2nc(C)cc(C)n12	111.5	-9.0	2.0	0.0	107.6	-0.7	-3.0	0.0	-5.0	102.1	-1.9
CC1CCN(CCNC(=S)Nc2ccc(Cl)cc2)CC1	101.1	-3.0	-4.0	-5.0	101.6	3.5	-3.0	-2.0	-18.0	105.7	1.1
COC(=O)Cn1c(C)nc(=O)c(-c2ccccc2)c1C	111.5	0.0	1.0	0.0	100.7	1.7	-2.0	1.0	-1.0	101.5	0.3
O=c1c2ccccc2c(C=Nc2ccc(S(=O)(=O)Nc3ncccn3)cc2)c(O)n1-c1cccc(Cl)c1	105.4	-5.0	-4.0	-8.0	105.5	-6.6	-3.0	0.0	-6.0	u	-1.4
O=c1cc(CSc2nnc3ccccn23)c2c(ccc3ccccc32)o1	101.2	9.0	0.0	-3.0	103.0	-9.7	1.0	-3.0	-19.0	103.1	-0.9
CCCSc1nc(=O)n2cc(C)ccc2n1	103.1	0.0	0.0	0.0	105.9	1.4	0.0	2.0	0.0	104.9	0.4
CC(C)OC(=O)c1nnn(-c2nonc2N)c1CN1CCCCCC1	101.4	-6.0	1.0	5.0	91.6	0.9	-4.0	0.0	-3.0	94.9	0.1
COc1cc2c(cc1OC)C(C)N(C(=O)Cn1ncc3c1-c1cc(C)ccc1OC3)CC2 (stereo unspecified)	91.0	-9.0	2.0	-1.0	85.1	1.0	-6.0	2.0	-6.0	81.5	2.6
COc1ccc(CCNC(=O)COc2ccc(-c3ccc(C#N)cc3)cc2)cc1	102.2	-5.0	-5.0	-10.0	100.7	9.8	-5.0	-6.0	-3.0	99.5	0.2
O=C(NC1CCCC1)C(c1cccnc1)N(C(=O)c1csnn1)C1CC1 (stereo unspecified)	103.9	0.0	-1.0	-1.0	103.2	3.4	0.0	0.0	0.0	104.0	1.1
CC(=O)N(/N=C/c1cccc(C)c1)c1nc(-c2ccc(Br)cc2)cs1	100.8	-11.0	0.0	-4.0	98.4	3.1	2.0	-2.0	-5.0	100.7	0.1
CS(=O)(=O)N1CCN(C(=O)c2cc(-c3cccnc3)nc3ccc(Br)cc23)CC1	100.6	-5.0	-2.0	-1.0	100.4	1.8	-1.0	-4.0	-4.0	101.0	0.9
CCOC(=O)c1cc(CC)sc1NC(=O)Cc1ccccc1	99.7	-6.0	-4.0	-6.0	98.8	0.1	-6.0	-1.0	-11.0	100.0	0.0

Quoted from the listing:
`CCOC(=O)c1cc(CC)sc1NC(=O)Cc1ccccc1` in ABCB1 block: 0.0
`CC1CCN(CCNC(=S)Nc2ccc(Cl)cc2)CC1` in ABCG2 block: 3.5

(further entries)
SMILES	RGS8-Gao reg	Bfl-1 Bim block	Bcl-W Bim block	Bim-Bcl-XL	RGS4-Gao reg	ABCG2 block	Bim-Bcl-2	Mcl-1 Bim block	Bim-Bcl-B	RGS7-Gao reg	ABCB1 block
Cc1ccc(-c2nnc(SCc3ccc(C#N)cc3)n2Cc2ccco2)cc1	98.3	0.0	4.0	3.0	99.0	3.6	3.0	2.0	2.0	99.5	1.4
CC(=O)c1cccc(NC(=O)CSc2nnc(-c3cccnc3)o2)c1	102.4	-2.0	-1.0	-4.0	92.9	6.9	0.0	0.0	-3.0	92.2	1.2
CN(c1ccc(OCC(=O)N2CCOCC2)cc1)S(=O)(=O)c1ccc(Cl)cc1	102.3	-1.0	-3.0	-3.0	102.4	3.4	-1.0	-2.0	0.0	101.4	1.3
N#CCc1c(C#N)c(N)nc(N2CCN(c3ccc(F)cc3)CC2)c1C#N	91.4	0.0	-3.0	-1.0	96.9	10.8	0.0	-8.0	-1.0	98.1	0.5
O=C(CCC(=O)c1cccs1)NCc1ccncc1	102.3	-5.0	-2.0	-4.0	102.1	0.8	-2.0	-1.0	-5.0	98.5	0.0
O=C(c1cc(-c2cccs2)on1)N1CCCc2ccccc21	95.8	-9.0	1.0	-2.0	92.0	-4.6	-5.0	1.0	-5.0	87.7	-2.4
O=C(CC(c1ccccc1)c1ccccc1)NCCO	100.1	-11.0	0.0	-3.0	98.6	1.4	-10.0	-1.0	-5.0	100.9	0.4
CN(Cc1ccccc1)C(=O)C1CCN(S(=O)(=O)c2cc([N+](=O)[O-])ccc2Cl)CC1	105.7	2.0	4.0	6.0	108.5	12.2	1.0	4.0	5.0	113.3	3.0
Cc1ccc(/C(N)=N/OC(=O)c2ccc(C)cc2Cl)cc1	103.4	-3.0	-1.0	-5.0	97.6	8.4	-2.0	-1.0	-4.0	99.1	0.9
CCOc1ccc(CNc2nc3ccccc3n2CCN2CCOCC2)cc1	94.7	3.0	2.0	10.0	105.3	1.5	x	1.0	1.0	99.7	1.2
CCOc1ccc(N2C(=O)CC(SC(=NC)Nc3cccc(F)c3)C2=O)cc1 (stereo unspecified)	93.8	5.0	-5.0	-2.0	99.4	0.9	-2.0	-3.0	-5.0	98.5	0.4
COCCOC(=O)c1c(C)oc2ccc(OC(=O)c3cccs3)cc12	99.6	-1.0	-3.0	-3.0	97.2	0.9	1.0	1.0	0.0	100.1	0.2
CN(C)CCCOC(=O)C1c2ccccc2Oc2ccccc21	103.4	-10.0	2.0	-9.0	107.1	-0.3	-6.0	-2.0	-5.0	103.7	0.0
CCCn1nnc(NC(=O)c2cccc(OCC)c2)n1	101.2	-9.0	-1.0	-3.0	100.9	6.8	-7.0	-1.0	-6.0	110.4	1.0
C=CCn1c(CCCOc2ccc(Cl)cc2Cl)nnc1SCC(=O)Nc1nccs1	100.0	-10.0	2.0	1.0	99.0	18.3	-8.0	0.0	-6.0	96.7	1.2

Assay outcomes as filed in PubChem.
